Source: PubChem
hERG WT inh = inhibitors of human wildtype KCNH2 potassium channel; 340,000 compounds, 0.37% hits; activity change, % at 1.84 µM; U2OS, BacMam KCNH2, thallium flux FluxOr; hits give low values; Q12809; AID 720551;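 active = maximum activity change below -70%; inconclusive = maximum activity change between -70% and -50%; inactive = maximum activity change above -50%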; note: % is set by controls: 0 for no effect and ±100 for the full control effect
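U2OS cells transduced with wild-type KCNH2 virus are loaded with FluxOr dye for 45 min, and thallium flux is measured in kinetic reads before and after stimulation buffer. Rate constants are normalized to DMSO controls.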
Mito fusion act = inhibitors of mitochondrial division or activators of mitochondrial fusion; S. cerevisiae fusion-defective mutant growth rescue, CellTiterGlo 48 h; Potency, µM (titrated, usually from 46.1 µM), without a hit: at the highest dose growth rescue (activation), actives largely listed as activators; 320,000 compounds, 0.23% hits; AID 485298;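 note: potency is the fitted concentration of half-maximal effect; % of control where 0% means no effect; nearly all actives have a fitted effect of over 45% in size; temperature-sensitive fusion mutants such as fzo1-1 at 37 °C on non-fermentable ethanol glycerol medium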
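Temperature-sensitive fusion-defective S. cerevisiae (e.g. fzo1-1, mgm1-5) were grown with compound in YPEG medium (3% ethanol, 3% glycerol) for 48 hours at 37C. Growth rescue was measured as viability by CellTiterGlo luminescence after 10 minutes at ambient.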
PKM2 act = increases activity of human pyruvate kinase M2 | P14618 | purified PKM2, Kinase-Glo ATP luminescence, activation; response scale: 0% is enzyme alone, no compound | Potency, µM (series often up to 57.5 µM), for inactives: at the top dose activation, hits mostly activators | 260,000 compounds, 0.34% hits | AID 1631; note: potency is the fitted concentration of half-maximal effect; % is set by controls: 0 for no effect and ±100 for the full control effect; nearly all actives have a fitted effect of over 55% in size
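hPK-M2, >95% pure; 0.1 mM ADP / 0.5 mM PEP final; imidazole pH7.2 buffer w/ 7 mM MgCl2, 50 mM KCl; 1 h RT; Kinase-Glo lum. Intermediate enzyme activity for dual inhibitor/activator qHTS.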
TSHR antag = antagonists of human thyroid stimulating hormone receptor; 330,000 compounds, 0.2% hits; P16473; activity change, negative = inhibition, % at 11.5 µM; TSHR-expressing cells, TSH-stimulated cAMP HTRF, 2 h; hits give low values;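 active = activity change below a set negative limit, meaning inhibition stronger than a set level, cut at about -70% in these data; inconclusive = activity change between two set negative limits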; note: % is set by controls: 0 for no effect and ±100 for the full control effect
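Competitive HTRF cAMP read-out (cryptate anti-cAMP antibody, cAMP-d2; 30 min, room temperature) in freshly harvested TSHR cells. Compounds added before TSH at EC80 (4nM final), followed by 2 hours' incubation at 37 deg C.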
Menin-MLL TR inh = inhibitors of human menin-MLL interaction, mutant MLL peptide; Potency, µM (titrated, usually from 61.6 µM), for inactives: at the top dose FP activity change, negative = inhibition, most hits filed as inhibitors; O00255; Menin + Texas Red MLL mutant peptide, fluorescence polarization; 270,000 compounds, 0.23% hits; active = well fitted inhibition curve with a large enough effect in the polarisation, with a control signal flat, not every such curve was filed as active; inconclusive = small, poorly fitted or top-dose-only effect, or effect the other way, or a change in a side signal; inactive = no such curve, though single readings can be large or run the other way; the % refers to the polarisation; note: potency is the fitted concentration of half-maximal effect; % of control where 0% means no effect; many of its hits are not listed in these tables
Chronic BCR inh = chronic active BCR signaling inhibition; ABC-DLBCL IkBa-CBG/CBR reporter, luminescence ratio, 4 h; Potency, µM (titrated, usually from 46.1 µM), without a hit: at the highest dose ratio change, negative = lower green/red ratio, actives largely listed as inhibitors; 340,000 compounds, 0.05% hits; AID 493014; active = well fitted inhibition curve with a large enough effect in the signal ratio, with a control signal flat, not every such curve was filed as active; inconclusive = small, poorly fitted or top-dose-only effect, or effect the other way, or a change in a side signal; the % refers to the signal ratio;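 note: potency is the fitted concentration of half-maximal effect; plate controls were basal doxycycline-induced cells for no effect and cells given 10 µM MG132 for full effect; MG132 reads +100%, hits lower the ratio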
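Compounds up to 46 uM were incubated four hours with TMD8 cells whose green CBG68 luciferase is fused to IkappaBalpha; red CBR luminescence normalised the signal, and concentration-effect curves were fitted to fusion, red and ratio data.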
GALK inh = inhibitors of human galactokinase; P51570; Purified GALK, Kinase-Glo residual ATP luminescence; Potency, µM (top dose mostly 57.5 µM), inactives show top-dose activity change, negative = inhibition, actives largely listed as inhibitors; 270,000 compounds, 0.007% hits; note: potency is the fitted concentration of half-maximal effect; % is set by controls: 0 for no effect and ±100 for the full control effect
Target sequence (P51570 whole entry, looked up): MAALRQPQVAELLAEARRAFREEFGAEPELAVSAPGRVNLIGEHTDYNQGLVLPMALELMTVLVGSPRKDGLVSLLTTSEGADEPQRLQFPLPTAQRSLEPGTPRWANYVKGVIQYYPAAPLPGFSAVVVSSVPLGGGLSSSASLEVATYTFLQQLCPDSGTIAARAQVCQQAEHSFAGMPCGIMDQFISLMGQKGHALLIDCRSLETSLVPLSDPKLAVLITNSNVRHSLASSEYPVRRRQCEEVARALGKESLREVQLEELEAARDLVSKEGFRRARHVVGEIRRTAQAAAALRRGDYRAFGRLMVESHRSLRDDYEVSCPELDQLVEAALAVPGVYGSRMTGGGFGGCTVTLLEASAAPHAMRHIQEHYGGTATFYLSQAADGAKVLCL
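Luminescence from leftover ATP (Ultra-Glo luciferase/luciferin) served as read-out after a 1 h room-temperature reaction of 5 nM GALK with 35 uM ATP and 100 uM galactose.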
USP2a inh = USP2a (human) protease inhibition; USP2 core, Ub-CHOP2 coupled fluorogenic reporter, 485/531; Potency, µM (doses to about 38.3 µM), for the others: at the highest dose activity change, negative = inhibition, hits mostly inhibitors; O75604; 330,000 compounds, 0.01% hits;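 note: potency is the fitted concentration of half-maximal effect; plate controls were DMSO wells for no effect and full inhibition by NEM control for full effect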
Target sequence (O75604 whole entry, looked up): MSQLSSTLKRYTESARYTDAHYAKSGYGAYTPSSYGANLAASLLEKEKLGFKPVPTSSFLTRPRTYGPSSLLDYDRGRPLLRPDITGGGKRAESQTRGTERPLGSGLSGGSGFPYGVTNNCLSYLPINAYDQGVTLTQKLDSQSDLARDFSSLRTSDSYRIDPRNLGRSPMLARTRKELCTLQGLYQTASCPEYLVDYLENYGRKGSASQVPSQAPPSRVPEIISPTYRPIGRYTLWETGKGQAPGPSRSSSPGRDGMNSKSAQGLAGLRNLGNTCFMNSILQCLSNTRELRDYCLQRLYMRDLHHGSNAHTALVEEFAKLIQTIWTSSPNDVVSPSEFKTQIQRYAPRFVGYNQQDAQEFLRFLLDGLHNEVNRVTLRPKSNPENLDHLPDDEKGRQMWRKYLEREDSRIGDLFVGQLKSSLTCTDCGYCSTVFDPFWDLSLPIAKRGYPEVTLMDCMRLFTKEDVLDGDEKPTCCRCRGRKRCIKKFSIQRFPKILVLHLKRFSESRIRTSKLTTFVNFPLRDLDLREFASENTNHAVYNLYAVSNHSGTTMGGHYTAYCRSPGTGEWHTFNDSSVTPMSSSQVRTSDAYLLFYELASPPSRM
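USP2 core (10nM final) preincubated 30min RT with compound in 20mM Tris-HCl pH 8.0, 2mM CaCl2, 2mM beta-mercaptoethanol, 0.05% CHAPS; 25nM Ub-CHOP2 plus 25nM reporter substrate added, fluorescence (Ex485/Em531) read after 60min.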
MBNL1-CUG inh = inhibitors of human MBNL1 binding to CUG repeat RNA; Q9NR56; Potency, µM (top dose mostly 57.5 µM), for the others: at the top dose activity change, negative = inhibition, hits mostly inhibitors; 280,000 compounds, 0.036% hits; TR-FRET MBNL1-His/biotin-(CUG)12 binding, 665/545 ratio; active = well fitted inhibition curve with a large enough effect in the signal ratio, with a control signal flat, not every such curve was filed as active; inconclusive = small, poorly fitted or top-dose-only effect, or effect the other way, or a change in a side signal; inactive = no such curve, though single readings can be large or run the other way; the % refers to the signal ratio; note: potency is the fitted concentration of half-maximal effect; % is set by controls: 0 for no effect and ±100 for the full control effect
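Ratiometric TR-FRET (665 over 545 nm, excitation 340 nm) tracks disruption of MBNL1-His/biotin-(CUG)12 complex after 60 min at room temperature, with compounds at 92 nM to 58 uM final.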
Eya2 phos inh = inhibitors of human Eya2 phosphatase activity | AID 488837 | O00167 | 330,000 compounds, 0.006% hits | recombinant Eya2, OMFP fluorescence dephosphorylation (OMFP is methylfluorescein phosphate) | Potency, µM (highest dose often 76.9 µM), for inactives: at the highest dose activity, negative = inhibition, most hits filed as inhibitors; note: potency is the fitted concentration of half-maximal effect; % is set by controls: 0 for no effect and ±100 for the full control effect
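Eya2 (0.2 uM) preincubated 10 min at ambient with compound, then OMFP substrate added at 50 uM; 10 min reaction in 50 mM HEPES pH 7.5, 50 mM NaCl, 5 uM MgCl2, 0.05% BSA, 1 mM DTT. Fluorescence read at Ex 485/Em 525 nm.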
S-ASM inh = inhibitors of human secretory acid sphingomyelinase | placental ASM, HMU-PC fluorogenic substrate, 60 min | P17405 | 340,000 compounds, 0.006% hits | AID 504937 | Potency, µM (series often up to 57.5 µM), inactives show top-dose activity change, negative = inhibition, actives largely listed as inhibitors; note: potency is the fitted concentration of half-maximal effect
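Human placenta-derived ASM enzyme was preincubated with compound for 10 minutes at room temperature, then given fluorogenic substrate HMU-PC0 (9 uM final) for 60 minutes at 37 °C; a pH 10 stop preceded fluorescence reading at Ex 386/Em 447 nm.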
Starred values were filed as active, the others as inactive; ? = inconclusive; nt = not tested or not shown; [ ] = another dose, or the depositor's remark. Unless noted, calls come from the whole dose curve; as a rule, active = well fitted curve in the direction sought with a large enough effect; inconclusive = small, poorly fitted or top-dose-only effect, or another doubt; inactive = no such curve, though single readings can be large; an effect the other way counts as inactive or inconclusive.

SMILES | hERG WT inh | Mito fusion act | PKM2 act | TSHR antag | Menin-MLL TR inh | Chronic BCR inh | GALK inh | USP2a inh | MBNL1-CUG inh | Eya2 phos inh | S-ASM inh
O=c1[nH]nc(SCc2nc3ccccc3s2)n1C1CC1 | 2 | 2% | 6% | 1 | -12% | -2% | 8% | 2% | -1% | 1% | 2%
COc1ccc2c(c1)C(=O)OC2CC(=O)O (stereo unspecified) | 0 | 2% | -3% | 3 | -5% | 6% | 3% | 0% | -10% | 10% | -2%
CN(CCc1ccccn1)C(=S)Nc1ccc(Cl)c(Cl)c1 | -5 | -2% | 1% | -7 | 1% | ? | 0% | 2% | 1% | -7% | 0%
CCN(CC)CC(=O)n1c2c(c3ccccc31)CCCC2 | -20 | -7% | 3% | 6 | -13% | -1% | 5% | 0% | -10% | 14% | -1%
CCOc1ccc2c(c1)s/c(=N\S(=O)(=O)c1ccc(OC)cc1)n2C(F)F | -8 | -5% | 1.6µM* | nt | -1% | nt | 1% | nt | -5% | nt | -10%
Cc1ccc(C2/C(=C(\O)c3c(C)nc4ccccn34)C(=O)C(=O)N2CCN(C)C)o1 (stereo unspecified) | 10 | 0% | -1% | -3 | nt | 7% | 4% | 1% | 4% | 18% | -2%
CC(C)C(C(=O)Nc1sc2c(c1C#N)CCCCC2)N1C(=O)c2ccccc2C1=O (stereo unspecified) | 2 | -2% | -1% | 1 | 1% | 3% | -3% | 1% | -17% | 0% | -14%
O=C(CN1C(=O)/C(=C/c2ccco2)SC1=S)NC1CCS(=O)(=O)C1 (stereo unspecified) | -4 | 8% | -5% | -3 | ? | -2% | 0% | 0% | ? | 2% | -12%
CC(C)(C)OC(=O)C[C@H]1C/C=C\C[C@@H](CC(=O)N(CCO)Cc2ccccc2)C(=O)N2CCC[C@H]2COC1=O | 5 | nt | nt | 18 | nt | ? | nt | -1% | nt | -7% | 4%
CCOC(=O)CCC(=O)c1c(C)oc2ccc(OC)cc12 | -9 | 6% | 0% | -11 | -21% | ? | -1% | 2% | -6% | -24% | 0%
CC(NC(=O)CCc1ccccc1)c1cc2c(cc1Cl)OCCO2 (stereo unspecified) | 0 | ? | 5% | 2 | -2% | 4% | nt | 3% | -1%[11.5 µM] | -9% | -3%
O=C(Nc1nc(-c2ccccn2)cs1)Nc1ccc(F)cc1F | 9 | -3% | -19% | -1 | 17% | ? | 4% | -1% | 0% | 6% | 5%
C/C(=N/NC(=O)c1ccncc1)c1ccccc1 | -4 | -1% | 1% | 2 | 0% | 1% | 2% | 0% | 1% | -2% | 2%
CCOC(=O)C1(Cc2cccc(OC)c2)CCN(Cc2cccc(OC)c2O)CC1 | 47 | -4% | -7% | -1 | -29% | ? | 10% | -3% | -13% | -2% | -4%
CCC(=O)NC(=S)Nc1ccc(NC(=O)c2cc3ccccc3o2)c(OC)c1 | -2 | 0% | -4% | -11 | ? | 6% | 3% | 0% | 6% | -1% | 6%
C=CCNC(=O)CSc1ncc2c(n1)-c1c(csc1SC)CC2 | 3 | 0% | 17% | -14 | nt | 4% | nt | 2% | ? | -5% | nt
COc1cc(OC)c(/C=N/NC(N)=S)cc1Br | -1 | -11% | 0% | -7 | -6% | -19% | 1% | 5% | -2% | -12% | 6%
CCCCCC(=O)Nc1sc(C)c(C)c1C#N | -8 | -8% | 5% | -1 | -12% | ? | nt | -1% | -5% | 3% | 4%
CCOc1ccc(N2C(=O)Nc3ccccc3C2(O)C(=O)NCc2ccco2)cc1 (stereo unspecified) | 0 | 3% | nt | 12 | 0% | -2% | 11% | -1% | -1% | 1% | 0%
C=CCOc1c(Br)cc(CNc2ccc(NC(=O)C(C)C)cc2)cc1OCC | 2 | -1% | 0% | 24 | 17% | ? | 0% | 0% | ? | -15% | 0%
O=C1N(CN2CCC3(CC2)OCCO3)c2ccccc2C12OCCCO2 | -24 | -3% | 1% | -1 | 0% | 1% | 2% | -1% | -10% | -14% | 3%
COc1cc(N/C(N)=N/c2nc(C)cc(C)n2)c(OC)cc1Cl | 1 | -6% | 0% | -2 | -11% | 2% | 0% | 1% | 2% | -14% | 3%
Cc1ccc(OC(=O)C2CCN(C(=O)c3ccccc3C)CC2)c(Br)c1 | 3 | -6% | nt | 13 | nt | 1% | nt | -3% | nt | 8% | 0%
Cn1c(-c2sc3cc(C(F)(F)F)cnc3c2-c2ccccn2)n[nH]c1=S | -6 | -9% | -8% | -12 | 23% | 2% | 4% | 0% | 48%[activator] | 3% | 4%
COc1ccccc1NC(=O)c1c(C)nc2ccccc2c1C(=O)O | -6 | 0% | -4% | 0 | nt | ? | 0% | 1% | nt | 1% | -4%
CC(=O)Nc1ccc(NC(=O)CSc2nnnn2-c2ccc3c(c2)OCCO3)cc1 | -5 | -2% | 1% | -7 | ? | 0% | -2% | 4% | -4% | 1% | 4%
CC1CC(C)CN(C(=O)COC(=O)c2ccc[nH]c2=O)C1 (stereo unspecified) | -8 | -1% | 1% | 2 | nt | -12% | -3% | 2% | -1% | -3% | -4%
COc1ccc(Cl)cc1N(CC(=O)Nc1ccccc1C(=O)N1CCCC1)S(C)(=O)=O | -12 | 2% | 1% | 7 | 1% | -4% | 9% | 0% | -1% | 14% | 3%
CSC(=NC#N)N1CCN(C(=NC#N)SC)CC1 | -3 | -1% | -5% | 13 | 4% | ? | 1% | 4% | -11% | 1% | 2%
CCSc1nnc(NC(=O)CSc2nccn2-c2cc(C)cc(C)c2)s1 | 1 | 7% | -8% | -2 | ? | -7% | -2% | 2% | -4% | 2% | -7%
O=C(O)c1ccc(Cl)c(S(=O)(=O)N2CCCC2)c1 | -3 | 4% | -1% | -7 | nt | 0% | 3% | 1% | -5% | 5% | 4%
O=C1CS(=O)(=O)N(Cc2cccc(F)c2)c2ccc(Br)cc21 | -2 | -5% | nt | 20 | nt | ? | nt | 0% | nt | 8% | -11%
CCCCN(C(=O)c1ccc2c(c1)OCCO2)c1c(N)n(CC(C)C)c(=O)[nH]c1=O | -15 | -14% | nt | 4 | nt | 5% | nt | 0% | nt | -23% | 28%
Nc1nc(Br)c2c(F)cccc2c1-c1ccc(F)cc1 | -3 | -3% | 0% | -7 | nt | ? | -3% | 2% | 16% | 2% | 16%
Cc1noc(C)c1COc1cccc(C(=O)Nc2ccc(C#N)cc2)c1 | -1 | 5% | -6% | 0 | 10% | ? | 0% | 1% | -3% | -15% | -6%
Cc1cc(C)cc(N2C(=O)CCN(Cc3ccccc3)C2=O)c1 | -9 | 1% | -6% | 4 | nt | 5% | 4% | 2% | 7% | -14% | 5%
Cc1ccc(NC(=O)c2cc(S(=O)(=O)N3CCCC3)c[nH]2)c(C)c1 | -3 | 0% | 3% | 6 | -7% | 12% | nt | 1% | 4% | -13% | -2%

Some entries already given, limited to Chronic BCR inh and S-ASM inh:
| SMILES | Chronic BCR inh | S-ASM inh |
| --- | --- | --- |
| CCCCN(C(=O)c1ccc2c(c1)OCCO2)c1c(N)n(CC(C)C)c(=O)[nH]c1=O | 5% | 28% |
| Nc1nc(Br)c2c(F)cccc2c1-c1ccc(F)cc1 | ? | 16% |

The list is partial; rates above refer to the full screens.
